From PubChem BioAssay
SR-BI HDL uptake: inhibitors of mouse SR-BI mediated HDL lipid uptake. Q61009. ldlA[mSR-BI] CHO cells, DiI-HDL uptake fluorescence, 3 h. inhibition, % at 12.5 µM. 0.96% of 320,000 active. AID 488896;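 active means mean replicate inhibition of at least 70% and a set share of replicates each scoring 70 or more; inconclusive means meets just one of the two criteria; inactive means fails both criteria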;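 further: 0% = median of neutral control wells and 100% = median of positive control wells; values of inactives mirror those of a sister screen read the other way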
Target sequence (Q61009 whole entry, looked up): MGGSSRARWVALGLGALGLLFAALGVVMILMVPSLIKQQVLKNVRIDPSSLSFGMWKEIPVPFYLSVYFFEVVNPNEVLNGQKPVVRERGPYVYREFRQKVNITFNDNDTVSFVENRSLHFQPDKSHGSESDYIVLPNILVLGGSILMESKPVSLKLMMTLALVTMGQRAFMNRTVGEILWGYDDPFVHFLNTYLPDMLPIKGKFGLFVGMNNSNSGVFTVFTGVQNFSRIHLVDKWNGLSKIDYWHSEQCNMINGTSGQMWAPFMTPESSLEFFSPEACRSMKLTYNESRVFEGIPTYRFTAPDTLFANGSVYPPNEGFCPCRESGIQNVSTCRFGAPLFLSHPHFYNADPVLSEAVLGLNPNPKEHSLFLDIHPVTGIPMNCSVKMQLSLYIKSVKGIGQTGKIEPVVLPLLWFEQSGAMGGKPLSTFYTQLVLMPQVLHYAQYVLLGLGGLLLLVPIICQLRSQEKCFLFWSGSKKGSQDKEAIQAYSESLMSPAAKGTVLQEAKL
cardiac RTF act: cardiac RTF calcium sensitization; 0.24% of 340,000 active; P19429+P45379; IANBD-labeled TnC RTF fluorescence at EC20 calcium; 0% EC20 calcium, 100% full calcium; activation, % at 7.2 µM;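 active means activation above the mean over all tested compounds plus 3 SD, cut at about 30% in these data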;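 further: rise in fluorescence read as greater calcium sensitivity of cardiac thin filaments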
HTR5A ag: activates human HTR5A in OPRM1-OPRD1 agonist counter-screen; AID 504692; activation, % at 9.3 µM; 0.61% of 340,000 active; HTR5A agonist assay, luminescence, cell-based; P47898; in the data active means activation mostly above about 9.5%, no sharp cut-off; inactive means mostly below about 7.6%;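 further: 0% = cells with vehicle only and 100% = reference agonist; strong numbers were not always called active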
MITF act: increases MITF-driven TRPM1 promoter luciferase signal; SK-MEL-5 TRPM1-promoter luciferase, 24 h; % of positive control, neutral wells = 0; activation, % at 12.5 µM; 0.75% of 300,000 active; AID 588334;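 active means mean activation of at least 80% with every replicate also reaching 80%; inconclusive means mean reaches 80% but some replicate falls short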;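 further: 0% = neutral control wells and 100% = parthenolide positive control wells; values of inactives mirror those of a sister screen read the other way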
PvdQ inh: P. aeruginosa PvdQ acylase inhibition | 0.063% of 340,000 active | inhibition, % at 10 µM | purified PvdQ acylase, fluorescence plate reader; in the data active means inhibition above about 30%, passing the limit was not always enough; inconclusive means no clear call, values can overlap the other calls;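 further: 0% = vehicle neutral wells and 100% = reference inhibitor wells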
dFosB activator: activators of mouse delta FosB homodimer. activation, % at 25 µM. purified delta FosB, TAMRA-CDK5 oligo fluorescence polarization; percent of positive-control signal above neutral wells. 0.99% of 340,000 active. AID 493131;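 active means mean activation above about 17%, with every replicate also reaching it, limit read from the data, passing the limit was not always enough; inconclusive means only one of the two conditions met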;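 further: fluorescence polarization rise as delta FosB binds a TAMRA Cdk5 AP-1 oligo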
SR-BI DiI-HDL act: enhances SR-BI lipid uptake from DiI-HDL. CHO ldlA[mSR-BI] cells, DiI-HDL uptake fluorescence, 3 h; 100 = double the neutral-control signal. activation, % at 12.5 µM. 0.096% of 320,000 active;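 active means mean replicate activation of at least 60% and every replicate at or above 60%; inconclusive means mean or all-replicate condition met, but not both; inactive means mean below 60% and not all replicates reaching 60%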;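 further: 0% = median plate neutral-control signal and 100% = twice that signal; values of inactives mirror those of a sister screen read the other way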
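Test system: SR-BI-overexpressing, LDLR-lacking CHO cells; Medium: Ham's F12 with 0.5% BSA, HEPES 25 mM, pH 7.4; Schedule: 3 h, 37 °C; Technique: bottom-read fluorescence, 550/595 nm.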
Wnt bcat act: activates Wnt/beta-catenin signaling in a reporter cell assay. activation, % at 9.35 µM. activator, plate reader. 1.2% of 300,000 active. AID 743398; in the data active means activation above about 30%, passing the limit was not always enough; inconclusive means no clear call, values can overlap the other calls;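 further: 0% = neutral control wells and 100% = positive control wells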
Rtt109 HAT inh: inhibitors of Candida albicans Rtt109/Vps75 histone acetyltransferase | Q5AAJ8 | purified Rtt109/Vps75, ThioGlo CoA-SH fluorescence, 4 h | inhibition, % at 34.9 µM | 0.16% of 330,000 active | AID 540336;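 active means inhibition of at least 50% in every replicate; inconclusive means best replicate reaches 50% inhibition but some replicates fall short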
Target sequence (Q5AAJ8 whole entry, looked up): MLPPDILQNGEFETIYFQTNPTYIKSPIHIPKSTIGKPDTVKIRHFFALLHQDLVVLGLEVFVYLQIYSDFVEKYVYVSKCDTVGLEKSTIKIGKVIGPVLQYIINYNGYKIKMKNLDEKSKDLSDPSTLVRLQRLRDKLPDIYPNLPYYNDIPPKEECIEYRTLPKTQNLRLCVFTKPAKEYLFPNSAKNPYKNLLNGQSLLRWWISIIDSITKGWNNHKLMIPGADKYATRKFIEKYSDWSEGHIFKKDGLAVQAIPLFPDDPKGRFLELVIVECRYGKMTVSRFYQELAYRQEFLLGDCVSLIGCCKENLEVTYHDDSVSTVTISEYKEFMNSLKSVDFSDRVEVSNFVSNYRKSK
CDK5 p35 inh: blocks human CDK5/p35 kinase activity. Recombinant CDK5/p35, ADP-Glo luminescence, 60 min. inhibition, % at 10 µM. 0.01% of 330,000 active;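 active means highest replicate inhibition of at least 50% and at least 75% of replicates reaching 50%; inconclusive means only one of the two criteria met; inactive means both criteria failed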;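 further: plate controls were DMSO neutral control for no effect and GW8510 at 10 µM for full effect; many of its hits are not listed in these tables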
Starred values were filed as active, the others as inactive; i = inactive; ? = inconclusive; nt = no result given.

SMILES	SR-BI HDL uptake	cardiac RTF act	HTR5A ag	MITF act	PvdQ inh	dFosB activator	SR-BI DiI-HDL act	Wnt bcat act	Rtt109 HAT inh	CDK5 p35 inh
COc1ccc(N(C)C(=O)C2CCN(S(=O)(=O)c3cccc4nsnc34)CC2)cc1	-17	1	3	-4	-10	-3	17	-2	-10	-1.1
COC(=O)c1cccc(NC(=O)CCNC(=O)c2ccc([N+](=O)[O-])cc2)c1	-15	-5	-1	-9	-6	4	15	11	1	-0.6
COc1ccc(S(=O)(=O)N(CCc2ccccc2)CC(=O)O)cc1OC	-1	6	0	5	0	-1	1	nt	-5	-0.8
O=C(c1cc(F)cc2c1OCOC2)N1CCN(c2ccc(F)cc2)CC1	13	-1	7	-2	9	-8	-12	0	-1	0.8
Cc1cccn2c(=O)c(/C=N/O)c(N3CCCC3)nc12	-14	-6	0	-6	21	-1	14	nt	28	-0.2
COc1ccc2c(c1)CC/C(=C/c1ccco1)C2=O	15	-2	-4	?	23	-6	-15	29	6	0.6
O=C(NCCS(=O)(=O)N1CCN(c2ccccc2F)CC1)C1CC(=O)N(c2ccc(F)cc2)C1 (stereo not drawn)	-17	-4	5	-9	-4	-8	17	-3	-6	1.0
COC(=O)c1c(NC(NC(C)=O)C(Cl)(Cl)Cl)sc2c1CCCC2 (stereo not drawn)	-4	-4	3	-3	-9	-14	4	-1	4	-1.2
CCOC(=O)c1sc(NCc2ccco2)c(-c2nc3ccccc3s2)c1N	88*	-2	-1	-13	-7	0	-88	2	-6	0.0
COc1ccc(OC)c(Nc2ncnc3sccc23)c1	-2	2	0	-11	10	-5	2	2	18	3.9
CCCN1C2=NCCN2c2ccccc21	-14	0	1	0	-7	-1	14	-2	-5	0.8
Cc1nc2cc(Nc3ccncc3)ccc2s1	-20	1	-1	-3	-9	-6	20	4	1	1.6
O=S(=O)(c1ccccc1)N(CC(O)CN1CCCC1)c1ccccc1 (stereo not drawn)	-8	1	-4	4	-10	-14	8	-2	2	-0.3
Cn1ccs/c1=N\S(=O)(=O)c1ccc(Br)cc1	-17	-3	4	5	-1	-3	17	-2	13	1.6
CCc1nnc(NC(=O)CSc2nnc(Cc3ccc(OC)cc3)o2)s1	-50	1	3	-4	-7	2	50	2	-7	-2.0
COc1ccc(/C=N/OCC(=O)OCC(=O)N(C)c2ccccc2)cc1	-23	-2	-5	3	-3	-1	23	-1	3	-0.6
CC(C)C12CN3CCN(CC(C3)/C1=N\NC(=O)Nc1ccccc1)C2	-31	8	6	1	-4	-1	31	nt	-10	1.2
Cc1cc(Cl)c(S(=O)(=O)N2CCCC2)cc1OCC(=O)NC1CCCCC1	7	1	2	-15	-9	-7	-7	-5	-2	0.8
O=C(Cn1cc(Cl)c([N+](=O)[O-])n1)NCCC1=CCCCC1	nt	0	-7	-1	-5	-1	nt	2	-3	-1.2
Cc1ccc(CS(=O)Cc2ccc(C(=O)NCc3ccc4c(c3)OCO4)o2)cc1 (stereo not drawn)	1	4	4	0	-17	-9	-1	-1	1	1.6
O=c1oc2ccccc2c(Nc2ccc(O)cc2)c1[N+](=O)[O-]	-10	-4	3	-37	-4	-1	10	nt	2	-1.1
CCN(CC)CC#Cc1ccc(C)cc1	-24	-6	-5	-5	14	-2	24	1	-3	0.3
O=C(Cc1c(F)cccc1Cl)N1CCCC1	-3	1	4	-9	-4	1	3	-1	-2	0.9
Nc1nonc1-n1nnc(C(=O)N/N=C/c2c(F)cccc2Cl)c1-c1ccc2c(c1)OCO2	31	-2	-2	4	-8	4	-31	-1	-2	-2.0
Cc1cc(=O)n2nc(-c3ccccc3)sc2c1C#N	-37	-2	-3	2	7	2	37	nt	-6	4.4
N=c1ccn2c(n1)O[C@H]1[C@H](O)[C@@H](CO)O[C@H]12	-2	-1	0	-4	-14	3	2	0	4	-3.3
Cn1cc(CN(CCO)Cc2cccs2)c(-c2ccccc2F)n1	0	-1	0	-1	8	-6	0	-1	6	0.6
O=C1CSC(c2ccccc2)N1Nc1nc(N2CCOCC2)nc(N2CCOCC2)n1 (stereo not drawn)	-11	0	1	-11	-8	-6	11	-2	10	1.6
CCCC(=O)Nc1ccc2c(c1)nc1n2CCSC1	-3	2	10	34	-12	-1	3	3	4	-0.9
FC(F)Oc1ccc(NC(=S)NCc2ccccc2)cc1	29	-3	-3	6	12	0	-29	nt	19	0.4
CC1(OC(=O)C2CCCC2)C(=O)C=C2C=C(c3ccsc3)N(CCc3ccccn3)C=C2C1=O (stereo not drawn)	-2	0	0	-10	-1	-8	2	-4	3	-1.5
CCOc1ccccc1N(CC(=O)Nc1ccccc1)S(=O)(=O)c1ccccc1	7	-7	3	6	-8	-10	-7	-1	-5	-1.1
Cc1ccc(-c2cc(C(=O)Nc3nn[nH]n3)c3ccccc3n2)cc1	-32	-2	3	7	-7	-6	32	nt	0	0.7
O=C(c1ccco1)N1CCN(C(=O)N2CCCC2)CC1	-27	-2	1	-4	-4	-2	27	-1	-4	-1.4
CCOC(=O)c1ccc(N2C(=O)c3n[nH]c(C)c3C2c2ccccc2)cc1 (stereo not drawn)	25	2	-3	-11	7	-5	-25	nt	1	-0.2
C/C(=N\NC(=O)c1ccc(NS(=O)(=O)c2cccs2)cc1)c1cccs1	6	0	-2	1	-8	-5	-6	-1	15	-0.2
Cc1cc2sc(NC(=O)c3ccco3)nc2cc1Cl	-24	5	1	nt	-11	1	24	30*	2	1.6
CCOc1ccc(CCNC(=O)COC(=O)c2ccc(C)c([N+](=O)[O-])c2)cc1OCC	-4	0	-2	-7	-9	-5	4	1	6	-0.7
CCCCc1cc(=O)oc2c(CN(CC)CC)c(O)c(Cl)cc12	-6	6	-1	1	-31	-5	6	nt	i	-0.1
COc1cc(OC)c(OC)cc1/C=N/NC(=O)c1ccc(=O)n(C)c1	17	-1	1	6	12	2	-17	nt	2	-0.5
O=C(NCC1COc2ccccc2O1)c1cccc(S(=O)(=O)N2CCOCC2)c1 (stereo not drawn)	-17	-5	-2	5	-9	-6	17	2	5	0.6
CCc1nnc(NS(=O)(=O)c2ccc(N/C=C\C(=O)c3cccc4ccccc34)cc2)s1	7	-3	-2	13	0	-3	-7	-6	21	-2.0
CCOC(=O)C1CN(S(=O)(=O)c2ccccc2)C1	-8	7	-2	nt	-9	1	8	-9	-5	-2.2
Cc1ccc2cccc(Oc3nnnn3-c3ccccc3)c2n1	-18	4	-5	nt	-22	0	18	-1	-6	-3.3
CC(C)c1ccc(-c2c(C#N)c(N)nc3c2CCCCC3)cc1	-16	3	5	-10	-5	-3	16	nt	-16	-1.0
Cc1cc(C(F)(F)F)nn2cnnc12	-1	-2	-4	3	4	-5	1	0	-2	0.9
CCC(C(=O)N1CCC(N2CCCCC2)CC1)n1nc(C)c2sc3ccccc3c2c1=O (stereo not drawn)	-12	-2	0	7	-2	-1	12	-2	9	1.7
CCOc1ccc(Br)cc1S(=O)(=O)Nc1cccc(S(=O)(=O)N(CC)CC)c1	-10	-10	-1	5	-12	-12	10	-4	-2	-0.1

Random excerpt: two records from the list.
SMILES	SR-BI HDL uptake	cardiac RTF act	HTR5A ag	MITF act	PvdQ inh	dFosB activator	SR-BI DiI-HDL act	Wnt bcat act	Rtt109 HAT inh	CDK5 p35 inh
Cc1ccc(-c2cc(C(=O)Nc3nn[nH]n3)c3ccccc3n2)cc1	-32	-2	3	7	-7	-6	32	nt	0	0.7
O=c1oc2ccccc2c(Nc2ccc(O)cc2)c1[N+](=O)[O-]	-10	-4	3	-37	-4	-1	10	nt	2	-1.1

(more compounds)
SMILES	SR-BI HDL uptake	cardiac RTF act	HTR5A ag	MITF act	PvdQ inh	dFosB activator	SR-BI DiI-HDL act	Wnt bcat act	Rtt109 HAT inh	CDK5 p35 inh
O=C(NC1CCCC1)C(c1ccsc1)N(CCc1ccccc1)C(=O)Cc1cccs1 (stereo not drawn)	39	-1	0	-8	-5	6	-39	-13	-1	0.7
O=C(CC(c1ccco1)S(=O)(=O)c1ccccc1)c1ccc(F)cc1 (stereo not drawn)	-19	-4	2	20	-6	2	19	28	2	1.6
CCOP(=O)(OCC)C(Nc1ccccc1)c1ccco1 (stereo not drawn)	-23	-6	-1	-2	5	-5	23	-2	12	0.3
COCCCC1CCN(C(=O)C2CCC(=O)N(CCc3cccc(F)c3)C2)CC1 (stereo not drawn)	-7	5	2	9	-13	-5	7	-1	-9	0.5
Oc1cccc(Oc2ncc(C(F)(F)F)cc2Cl)c1	4	1	8	15	-6	-4	-4	64*	6	0.1
CC(=O)c1ccccc1OC(=O)c1c(F)cccc1F	4	2	4	1	-3	-1	-4	10	-6	0.5
CC(NCc1ccc2c(c1)OCO2)C(=O)N1CCc2ccccc21 (stereo not drawn)	-9	-1	0	15	10	-4	9	nt	-12	1.5
Cc1csc(NC(=O)CSc2nnnn2C)n1	-15	9	4	nt	11	-11	15	nt	31	-0.9

Molecules above with a Cl atom (8):
SMILES	SR-BI HDL uptake	cardiac RTF act	HTR5A ag	MITF act	PvdQ inh	dFosB activator	SR-BI DiI-HDL act	Wnt bcat act	Rtt109 HAT inh	CDK5 p35 inh
COC(=O)c1c(NC(NC(C)=O)C(Cl)(Cl)Cl)sc2c1CCCC2 (stereo not drawn)	-4	-4	3	-3	-9	-14	4	-1	4	-1.2
Cc1cc(Cl)c(S(=O)(=O)N2CCCC2)cc1OCC(=O)NC1CCCCC1	7	1	2	-15	-9	-7	-7	-5	-2	0.8
O=C(Cn1cc(Cl)c([N+](=O)[O-])n1)NCCC1=CCCCC1	nt	0	-7	-1	-5	-1	nt	2	-3	-1.2
O=C(Cc1c(F)cccc1Cl)N1CCCC1	-3	1	4	-9	-4	1	3	-1	-2	0.9
Nc1nonc1-n1nnc(C(=O)N/N=C/c2c(F)cccc2Cl)c1-c1ccc2c(c1)OCO2	31	-2	-2	4	-8	4	-31	-1	-2	-2.0
Cc1cc2sc(NC(=O)c3ccco3)nc2cc1Cl	-24	5	1	nt	-11	1	24	30*	2	1.6
CCCCc1cc(=O)oc2c(CN(CC)CC)c(O)c(Cl)cc12	-6	6	-1	1	-31	-5	6	nt	i	-0.1
Oc1cccc(Oc2ncc(C(F)(F)F)cc2Cl)c1	4	1	8	15	-6	-4	-4	64*	6	0.1
